Screening data (PubChem)
INS promoter inh: inhibitors of insulin promoter-driven GFP, primary screen, imaging, TRM-6 cells (human fetal islet line), eGFP reporter, cell count; reporter expression induced with tamoxifen; inhibition, % at 2 µM; hit rate 0.9% among 130,000;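 active means inhibition above the mean plus 3 SD, with well images judged a real hit on visual review, cut at about 60% in these data, passing the limit was not always enough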
SDO1 yeast rescue: growth rescue of sdo1-depleted yeast, primary screen, S. cerevisiae, bone marrow failure model. hit rate 0.21% among 140,000. AID 817, 2007. z-score at 10 µM. S. cerevisiae sdo1-depleted JHY4D growth rescue, OD600 30 h; stronger effect = higher value; pdr5 snq2 efflux-pump mutant strain;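 active means z-score above 3 at both the 24 hr and the 30 hr optical density reads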;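 further: z-score against mean and SD of all compound wells on the same plate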
SDO1 yeast rescue Rescue 24 h: recorded beside SDO1 yeast rescue, whose call it bears; z-score; S. cerevisiae sdo1-depleted JHY4D growth rescue, OD600; measured here: growth rescue at 24 h;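 0 is the plate mean of compound wells and units are plate SD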
* hit, by the source's call; x = no result given; [ ] = another dose, or the depositor's remark.

SDO1 yeast rescue	INS promoter inh	SDO1 yeast rescue Rescue 24 h	structure
12*	6	6.9*	O=C(CSc1nnc(CNc2cccc(Cl)c2)o1)OC1CCCCC1
0.8	x	1.1	CCOC(=O)C1CCN(c2c(N3CCN(c4ccccc4OC)CC3)c(=O)c2=O)CC1
0.65	x	0.37	O=C1Nc2ccc([N+](=O)[O-])cc2C1(O)N1CCCCC1 (stereo not drawn)
-1.1	-25	-1.4	CCOC(=O)C(C)Sc1nnc(-c2ccccc2O)n1-c1ccc(C)cc1 (stereo not drawn)
0.21	-13	-0.52	CCOc1ccc(C(=S)N2CCCC2)cc1
-0.03	-393	-1.1	COc1ccc(Nc2cc(C(=O)NCCCN3CCOCC3)c3ccccc3n2)c(OC)c1
0.02	-20	0.6	CC(C)c1ccc(C(=O)NNC(=O)C2CC=CCC2C(=O)O)cc1 (stereo not drawn)
x	-36	x	CCC(=O)N1CCc2cc(S(=O)(=O)CCC(=O)NC(C)CC)ccc21 (stereo not drawn)
0.85	-30	-0.28	CC(Oc1ccccc1)c1ccnc2nc(/N=C/N(C)C)nn12 (stereo not drawn)
0.08	29	-0.73	c1cc2nncn2nc1N1CCCC1
-0.58	-28	0.37	COc1ccc(-c2nnn(CC(=O)NCc3cccs3)n2)cc1OC
1.3	x	0.95	CCOC1OC2C(CO)OC(n3cnc4c(N)ncnc43)C2O1 (stereo not drawn)
-0.48	-19	-0.6	CCCOc1ccc([C@@H]2C3CN(C(=O)OCC)CC=C3C(C#N)=C(N)C2(C#N)C#N)cc1OC (stereo partly drawn)
-0.61	64	-0.55	Cc1ccc(SCc2nc(-c3ccccc3)no2)cc1
-0.64	x	-0.49	COc1ccc2nc(SCc3ccccc3)nc(C)c2c1
-0.05	0	1.6	Cc1ccc(-c2nc3ccccc3o2)cc1NC(=S)NC(=O)c1cccs1
1.7	-3	1.3	COCCNC(=O)c1ccc2ccccc2n1
-0.32	7	-0.41	CCCCn1nc2cc(C(=O)NCc3ccccc3OC)ccc2c1OCC
1.4	50	2	COc1ccc(OC)c(C2C(C(=O)c3cccs3)=C(O)C(=O)N2CCN(C)C)c1 (stereo not drawn)
-0.63	-6	-0.48	CC(C)COc1cccc(C(=O)Nc2ccc(S(=O)(=O)N3CCOCC3)cc2)c1
-1.7	11	-0.72	Cc1nn(-c2ccccc2)c2c1C1(C(=O)N3c4c(cccc41)C(C)CC3(C)C)C(C#N)=C(N)O2 (stereo not drawn)
x	-25	x	Cc1csc(NC(=O)C2CCN(C(=O)c3ccccc3C)CC2)n1
-1.3	62	-0.84	COC(=O)c1ccc(Oc2nc3c(c(=O)n(C)c(=O)n3C)n2CCC(C)C)cc1
-0.02	27	0.23	CC1=CCC2C(=O)N(c3ccc(C)cc3)C(=O)C2C1 (stereo not drawn)
-1	36	-0.83	COc1nc(N/N=C/c2ccc(-c3ccccc3[N+](=O)[O-])o2)nc(N2CCOCC2)n1
0.97[15.5 µM]	22	-0.21	CC1CCCCN1C(=O)Cn1c(=O)oc2ccccc21 (stereo not drawn)
x	21	x	COc1ccc(Br)cc1CNC(=O)C1CCN(C(=O)N(C)C)CC1
-0.21	-7	-0.6	CC(=O)NS(=O)(=O)c1ccc(NC(=O)c2ccc(Br)o2)cc1
-1.9	x	-0.25	Cc1cc(C)n(S(=O)(=O)c2ccc(Cl)c(Cl)c2Cl)n1
-0.31	69	-0.7	Cc1ccc(C(=O)NCCN2CCOCC2)cc1
2	0	1.1	CCCCC(=O)Nc1ccc(C(N)=O)cc1
0.39	x	-0.27	COc1ccc(/C=N/NC(=O)c2ccc(=O)[nH]n2)cc1OC
1.9	x	2.1	COc1ccccc1NC(=O)CSCc1nc2ccccc2[nH]1
-0.41	-47	0	CCC(NC(=O)N(Cc1ccccc1)Cc1ccc2c(c1)OCO2)(C(F)(F)F)C(F)(F)F
-0.52	x	0.6	COCCn1c(C)cc(C(=O)COC(=O)c2cc3c(s2)CCC3)c1C
-0.13	38	-0.5	COCCCNC(=O)c1ccccc1NS(=O)(=O)c1ccc(C)cc1
-0.1	11	-0.51	CCSc1cc(C)nc2ncnn12
-0.81	x	-0.98	CNC(=S)N/N=C(\C)c1ccc(C(C)(C)C)cc1
0.15	x	1.3	O=C(/C=C/c1ccco1)NC(=S)Nc1cc(-c2nc3ccccc3s2)ccc1Cl
0.75	x	-0.06	Cc1cc2cc(CN(Cc3cccs3)Cc3nnnn3CC3CCCO3)c(=O)[nH]c2cc1C (stereo not drawn)
-0.69	x	-1.2	O=C(Nc1ccccn1)c1onc2c1CCCC2
x	0	x	CNC(=S)NNC(=O)c1sc2cc(C(F)(F)F)cnc2c1-c1cccnc1
0.54	-5	0.61	O=C1CC(=O)C(n2cncn2)C(c2cccc(Cl)c2)C1 (stereo not drawn)
-0.19	3	-0.74	CCN(CC)CCNC(=O)c1ccc(Cl)c(S(=O)(=O)Nc2ccc(Cl)cc2)c1
x	6	x	CCOCCCn1c(SCc2nc3sc(C(=O)O)c(C)c3c(=O)[nH]2)nnc1-c1ccc(Cl)cc1
0.3	73	0.19	COc1ccc(NC(=O)c2ccco2)cc1NC(=O)c1c(F)c(F)c(OC)c(F)c1F
0.87	11	-0.13	COc1ccc(NS(=O)(=O)c2ccc(NS(=O)(=O)c3ccc(SC)cc3)cc2)c(OC)c1
-1	-25	0.43	Cc1ccc(NC(=O)CN2C(=O)S/C(=C\c3cccn3C)C2=O)cc1
0.45	x	2.7	CCOc1ccccc1NC1=NCC(=O)N1Cc1ccc(F)cc1
-0.41	x	0.78	CCOC(=O)c1c(NC(=S)NC(=O)c2ccc(Cn3cc(Cl)cn3)o2)sc2c1CCCCC2

(more compounds)
SDO1 yeast rescue	INS promoter inh	SDO1 yeast rescue Rescue 24 h	structure
-0.94	36	0.51	CCc1cc(-c2n[nH]c(=S)n2-c2cccc(C)c2)cs1
0.76	x	0.21	CCN1CCN(c2cc(C)c3cc(NC(=O)c4ccccc4F)ccc3n2)CC1
1.5	12	1.9	O=C(O)C1CCC(=O)N(C2CCCCC2)C1c1ccccc1 (stereo not drawn)
x	0	x	CCOc1ccc(S(=O)(=O)N(C)c2ccc(OCC(=O)NC3=NCCS3)cc2)cc1
1.3	-381	1	CCOC(=O)C1=C(C)Nc2ncnn2C1c1ccc2c(c1)OCO2 (stereo not drawn)
0.72	x	0.03	C/C(=N/NC(=O)c1ccc2nc[nH]c2c1)c1cccs1
-0.77	31	-0.97	CC1CCN(S(=O)(=O)c2cc(Cl)ccc2Br)CC1
0.14	x	0.06	COCCn1c(SCC(=O)N2CCCCC2)nc2ccccc2c1=O
0.81	19	0.28	O=C(O)CCC(=O)Nc1ccccc1C(=O)Nc1ccccc1
0.59	-19	0.84	COc1cc2c(=O)n(Cc3ccccc3)c(=O)n(CC(=O)NCC3CCCO3)c2cc1OC (stereo not drawn)
0.51	-41	1.3	CCN(Cc1ccccc1)S(=O)(=O)c1nc2nc(C)c(C)c(C)n2n1
-0.21	x	-0.11	O=C(Nc1ccccc1)Nc1nnc(SCc2ccc(Cl)cc2)s1
-0.11	-11	-0.54	CCOc1ccc(N2C(=O)Nc3ccccc3C2(O)C(=O)NCc2ccc3c(c2)OCO3)cc1 (stereo not drawn)
0.67	x	0.7	CCOC(=O)N1CCN(C(=O)c2cc3c(=O)n(C)c4ccccc4c3n2C)CC1
-1.1	58	-0.59	CCn1c(Cn2nnc(-c3ccccc3)n2)nnc1SCc1ccc(Cl)c(Cl)c1
0.35	x	0.22	Oc1cc2ccccc2cc1-c1n[nH]c(=S)o1
0.79	-325	0.16	Cc1nnn(C23CC4CC(CC(C(=O)NN)(C4)C2)C3)n1
0.32	-25	0.33	COc1ccc(C(=O)N/N=C/c2ccc(OC)c(CN3CCN(c4ccc(F)cc4)CC3)c2)cc1
-3.1	x	-1.7	COCCOc1ccc(C(F)(F)F)cc1Nc1nc2ccccc2o1
-0.45	8	-0.82	CCOc1cc(C(=O)N2CCN(c3ccc(C(C)=O)cc3)CC2)cc(OCC)c1OCC
-0.26	0	-1.3	Cc1cccc(NC(=O)CS(=O)(=O)Cc2ccccc2)n1
-2.2	-78	-1.8	CSc1ccccc1NS(=O)(=O)c1ccc2c(c1)OCCO2
x	-80	x	Cc1ccccc1-n1nc(SCC(=O)O)sc1=S
0.77	-29	1.8	Cc1ccc2c(c1)N(CC(=O)N1CCCCC1c1cccnc1)C(=O)CO2 (stereo not drawn)
-0.04	0	-0.69	Cc1cc(C(=O)COC(=O)CN=C2NS(=O)(=O)c3ccccc32)c(C)n1CCc1ccc(Cl)cc1
-0.35	x	-0.63	O=S(=O)(c1cccc(NC(=S)N2CCN(c3ccccc3)CC2)c1)C(F)F
-0.64	7	-0.05	CCCCCCC(=O)N/N=C1\CCCc2ccccc21
-0.55	8	-0.78	CCN(CC)C(=O)CSc1nc2c(sc(=S)n2-c2ccccc2)c(=O)n1Cc1ccco1
-0.91	4	-0.81	O=C(Nc1nnc(-c2ccccc2)o1)c1cc(Cl)sc1Cl
0.33	x	-0.14	COc1ccc(CC(NC(C)=O)C(=O)NC2CCN(S(=O)(=O)c3ccccc3)CC2)cc1OC (stereo not drawn)
0.63	65	0.93	CCCNc1c(N)c(=O)oc2ccccc12
-0.35	-55	0.33	N#C/C(C(=O)NCc1ccccc1)=C1/N=C(NC(=O)c2cccs2)c2ccccc21
x	78*	x	COc1cccc(-c2ccc(SCC(=O)c3ccccc3)nn2)c1
0.2	-9	-0.67	CN=C1SC(CC(=O)Nc2cc(Cl)ccc2Cl)C(=O)N1C (stereo not drawn)
-2.1	50	-1.4	O=Cc1cn(-c2ccccc2)nc1-c1ccc2c(c1)OCCO2
0.19	17	-0.26	N/C(=N\S(=O)(=O)c1cccs1)c1ccccc1
1.6	-39	1.5	Cc1nn(C(=O)c2c([N+](=O)[O-])cnn2C)c(C)c1Cl
0.3	-39	-0.93	COc1ccc2c3c(cccc13)OCC2=O
x	-85	x	Cc1cc(C)cc(-n2cc(C(=O)O)c(=O)cc2C)c1
x	-29	x	CCCNC(=O)c1ccc2c(c1)CCN2S(C)(=O)=O
0.42	50	-0.28	COc1cccc(NC(=O)c2cn(C)c(=O)c3cc(OC)c(OC)cc23)c1
-0.55	6	-1.3	Cc1ccc(N=C2NC(=O)CS2)cc1
1.1	x	1.3	Cc1cc2cc(CNC(=O)c3ccc(S(=O)(=O)N4CCCC4)cc3)ccc2n1C
-0.34	2	0.37	O=C(NC(=S)Nc1ccc(NC(=O)c2ccco2)cc1)c1ccccc1
1	15	0.99	N#Cc1c(SCC(=O)N2CCOCC2)nsc1SCC(=O)N1CCOCC1
1.2	x	1	CCOC(=O)c1cn(Cc2ccc(C)cc2)nn1
0.78	-42	0.42	CC(Sc1nnnn1C)C(=O)Nc1ccccc1-c1ccccc1 (stereo not drawn)
x	-42	x	COc1ccc(C(=O)NC(C(=O)NCc2ccccc2OC)C(C)C)cc1 (stereo not drawn)
x	24	x	CCOC(=O)Cc1csc(NC(=O)c2ccc(C)cc2)n1
0.52	23	0.59	CCOC(=O)N1CCC(NC(=O)CS(=O)(=O)Cc2nc(-c3cccc(OC)c3)oc2C)CC1

More structures
SDO1 yeast rescue	INS promoter inh	SDO1 yeast rescue Rescue 24 h	structure
-0.14	x	-0.35	O=[N+]([O-])c1ccc(COc2cccc(CNc3ccc(Br)cc3)c2)cc1
-1.1	9	-0.76	CCCCc1nc(NCCN2CCOCC2)c(C#N)c2c1COC(C)(C)C2
-0.61	-3	-1.2	CCN1C(=O)CSc2ccc(C(=O)NCc3ccccc3OC)cc21
-1.6	-129	-0.28	CC(=NCc1cccc(Cl)c1)c1nc(-c2ccco2)oc1O
0.24	-34	-0.14	Cc1nc2ccc(NC(=O)N3CCSCC3)cc2s1
-0.46	-7	-0.21	COc1cc(-c2n[nH]c(=S)n2-c2cccc(C(F)(F)F)c2)cc(OC)c1OC
-0.07	x	-0.59	CCN1CCN(/C=N/c2nc3c(s2)CCCC3)CC1
-0.9	-38	-0.84	CS(=O)(=O)N(CC(=O)N1CCc2ccccc2C1)Cc1ccc(Cl)cc1
-0.34	x	-1.1	Cc1ccc(CNC(=O)CCS(=O)(=O)c2cccc3nonc23)cc1
